NF-kB expr up – activators of NF-kB expression in neurons, primary screen, cell-based, HTS. human neuronal cells, NF-kB reporter expression; stronger effect = higher value. fold change at 12.5 µM. 1.6% of 190,000 active; in the data active = fold change above about 3.3
STAT1 activator – STAT1 signaling activators, primary screen, cell-based, HTS, luciferase reporter; activation (% of control), % at 5.5 µM; 2.6% of 200,000 active; AID 932, 2007; NIH 3T3 STAT1-luciferase reporter, IFN-gamma, luminescence; 100% = IFN-gamma alone, no compound;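 active = activation above the screen-wide mean activation plus 3 SD, cut at about 130% in these data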;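 also: raw ratio to IFN-gamma control signal so 100% means no change and 0% no light; values of inactives mirror those of a sister screen read the other way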
Hsp70 activator – Hsp70 transcriptional activators, primary screen, cell-based, HeLa, Hsp70 promoter luciferase, luminescence, 10 µM; 0.04% of 200,000 active; AID 1203, 2008; HeLa Hsp70 promoter luciferase reporter; scaled: vehicle 0, proteasome-inhibitor control 100%; activation, % at 10 µM;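 active = activation above the mean across all tested compounds plus 3 SD, cutoff set per campaign, cut at about 5.5% in these data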;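 also: 100% = MG132 at 30 µM as the positive control and 0% = DMSO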
STAT3 inh – IL-6 driven STAT3 reporter inhibitors, primary screen, U3A cells, luciferase, luminescence, MLSCN library; inhibition, % at 5.5 µM; IL-6 STAT3-luciferase reporter; host cell line lacks STAT1; 0.89% of 190,000 active; AID 862, 2007;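 active = inhibition above the mean inhibition across all screened compounds plus 3 SD, cut at about 44% in these data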;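 also: 0% = DMSO only wells and 100% = 100 µM nifuroxazide control wells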
HMGR II inh – inhibitors of E. faecalis class II HMGR, primary screen, biochemical, Enterococcus faecalis. HMG-CoA reductase (Enterococcus faecalis, mvaE). purified E. faecalis HMGR, NADPH absorbance 340 nm kinetic. inhibition, % at 10 µM. 0.41% of 190,000 active. AID 1066, 2008;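 active = inhibition above a set limit, the median over all tested compounds plus 3 SD, cut at about 9.5% in these data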;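 also: enzyme runs in reverse so mevalonate oxidation gives rising NADPH absorbance; 0% = complete reaction with DMSO and 100% = background rate lacking mevalonate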
STAT1 blocker – STAT1 signaling inhibitors, primary screen, cell-based, HTS, luciferase reporter. NIH 3T3 STAT1-luciferase reporter, IFN-gamma, luminescence. inhibition, % at 5.5 µM. 0.35% of 200,000 active. AID 920, 2007;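 active = inhibition above a set limit, the mean inhibition across all tested compounds plus 3 SD, cut at about 34% in these data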;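 also: 0% = IFN-gamma with DMSO and 100% = IFN-gamma with 300 µM nifuroxazide; values of inactives mirror those of a sister screen read the other way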
APP 5'UTR act – activators of APP 5'UTR luciferase reporter, primary screen, SH-SY5Y cells; activation, % at 2 µM; SH-SY5Y APP 5'UTR luciferase reporter, luminescence; zero percent = DMSO vehicle wells; 1% of 190,000 active;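 active = activation above a set limit, based on mean plus 3 SD of controls, cut at about 140% in these data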; also: values of inactives mirror those of a sister screen read the other way
TLR4-MyD88 BLA – inhibitors of TLR4-MyD88 association in cells, primary screen, cell-based, HeLa CL3-4, BLA complementation, FRET ratio | HeLa CL3-4 TLR4/MyD88 BLA complementation | inhibition, % at 8.4 µM | 0.18% of 200,000 active; in the data active = inhibition above about 25%;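 also: 0% = vehicle and 100% = reference inhibitor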
Target sequence (O00206 whole entry, looked up): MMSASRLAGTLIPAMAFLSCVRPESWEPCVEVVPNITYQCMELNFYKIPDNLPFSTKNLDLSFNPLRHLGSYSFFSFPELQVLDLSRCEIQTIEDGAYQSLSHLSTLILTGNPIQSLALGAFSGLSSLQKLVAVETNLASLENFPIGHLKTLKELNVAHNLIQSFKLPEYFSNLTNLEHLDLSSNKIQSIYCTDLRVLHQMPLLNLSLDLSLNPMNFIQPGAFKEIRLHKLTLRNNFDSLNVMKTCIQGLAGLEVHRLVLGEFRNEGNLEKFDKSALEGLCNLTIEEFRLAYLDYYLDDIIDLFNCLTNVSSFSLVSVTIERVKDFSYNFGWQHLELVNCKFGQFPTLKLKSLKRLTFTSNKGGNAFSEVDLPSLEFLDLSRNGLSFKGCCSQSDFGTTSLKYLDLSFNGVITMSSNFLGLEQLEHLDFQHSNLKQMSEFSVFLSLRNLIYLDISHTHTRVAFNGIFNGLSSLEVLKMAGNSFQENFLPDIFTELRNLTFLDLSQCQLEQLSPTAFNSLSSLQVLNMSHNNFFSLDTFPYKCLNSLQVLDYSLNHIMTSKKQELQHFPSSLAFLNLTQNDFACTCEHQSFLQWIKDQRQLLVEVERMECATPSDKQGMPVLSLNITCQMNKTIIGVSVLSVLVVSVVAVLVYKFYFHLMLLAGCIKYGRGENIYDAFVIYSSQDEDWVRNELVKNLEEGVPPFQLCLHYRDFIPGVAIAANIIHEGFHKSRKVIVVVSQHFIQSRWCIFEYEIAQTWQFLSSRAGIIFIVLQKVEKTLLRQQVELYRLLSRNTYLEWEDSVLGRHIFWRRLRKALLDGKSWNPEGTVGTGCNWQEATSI
Target sequence (Q99836 whole entry, looked up): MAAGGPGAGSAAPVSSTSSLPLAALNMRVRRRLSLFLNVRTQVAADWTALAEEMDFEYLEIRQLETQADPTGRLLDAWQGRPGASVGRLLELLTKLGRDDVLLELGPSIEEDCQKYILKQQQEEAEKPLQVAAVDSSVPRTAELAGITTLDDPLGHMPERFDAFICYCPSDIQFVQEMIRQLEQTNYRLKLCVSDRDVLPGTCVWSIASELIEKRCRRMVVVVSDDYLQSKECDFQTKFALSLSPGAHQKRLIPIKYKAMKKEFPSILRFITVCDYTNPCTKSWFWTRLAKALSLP
DTT redox prof – compounds producing H2O2 with reducing agent – biochemical, NIH compound library profiling, artefact control for MLSCN library redox annotation, primary screen; DTT-dependent redox cycling H2O2, phenol red/HRP absorbance; 100% = 100 µM peroxide control, 0% = buffer; 0.03% of 200,000 active; activation, % at 10 µM;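 active = activation of at least 50% relative to the plate's high and low controls in the primary single-dose screen; inactive = activation below 50%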;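 also: compound incubated with DTT at 0.8 mM final as the reducing agent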
STAT3 act – IL-6 driven STAT3 reporter potentiators, primary screen, U3A cells, luciferase, luminescence, MLSCN library | IL-6 STAT3-luciferase reporter; 100% = signal with IL-6 EC80 alone | activation (% of control), % at 5.6 µM | 0.91% of 190,000 active | AID 871, 2007;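 active = activation above the screen-wide mean of compound activation plus 3 SD, cut at about 130% in these data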;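 also: 0% = background luminescence of wells with medium and substrate only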
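Test system: STAT3-luciferase reporter U3A cells; Detection: reporter luminescence signal; Times: 1 h compound pre-exposure, 6 h IL-6 stimulation, 37 °C; Benchmarks: IL-6-only high control; Also added: IL-6 stimulus at 33 ng/mL final.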
* = called active by the depositor; x = no result given.

A first look (four entries):
SMILES | TLR4-MyD88 BLA | DTT redox prof | HMGR II inh | STAT1 blocker | NF-kB expr up | STAT3 act | STAT3 inh | Hsp70 activator | STAT1 activator | APP 5'UTR act
CCOC(=O)C1(CCOC)CCN(C(=O)c2sccc2C)CC1 | -18.4 | -1.2 | -4.7 | -10.8 | 0.94 | 98.6 | 6.1 | 0.1 | 108.4 | 6.5
CN(CC(=O)NCc1ccccn1)S(=O)(=O)c1ccc(Cl)cc1 | 8.5 | -0.9 | -2.7 | 3.5 | 0.71 | 94.0 | 11.4 | -0.3 | 95.1 | 7.6
CNC(=O)c1c(C)nc(SCC(=O)NCc2ccc(OC)cc2)c(C#N)c1-c1ccco1 | -1.9 | 1.4 | 0.1 | 6.5 | 1.16 | 104.2 | 0.4 | -0.5 | 94.0 | -17.6
CCOc1ccc(/C=C/C(=O)Nc2ccc(C(N)=O)cc2)cc1OC | 5.1 | 0.3 | -2.8 | 11.2 | 0.99 | 101.4 | 2.0 | -0.4 | 89.8 | 0.3

Main list, from the start:
SMILES | TLR4-MyD88 BLA | DTT redox prof | HMGR II inh | STAT1 blocker | NF-kB expr up | STAT3 act | STAT3 inh | Hsp70 activator | STAT1 activator | APP 5'UTR act
CCOC(=O)C1(CCOC)CCN(C(=O)c2sccc2C)CC1 | -18.4 | -1.2 | -4.7 | -10.8 | 0.94 | 98.6 | 6.1 | 0.1 | 108.4 | 6.5
CN(CC(=O)NCc1ccccn1)S(=O)(=O)c1ccc(Cl)cc1 | 8.5 | -0.9 | -2.7 | 3.5 | 0.71 | 94.0 | 11.4 | -0.3 | 95.1 | 7.6
CNC(=O)c1c(C)nc(SCC(=O)NCc2ccc(OC)cc2)c(C#N)c1-c1ccco1 | -1.9 | 1.4 | 0.1 | 6.5 | 1.16 | 104.2 | 0.4 | -0.5 | 94.0 | -17.6
CCOc1ccc(/C=C/C(=O)Nc2ccc(C(N)=O)cc2)cc1OC | 5.1 | 0.3 | -2.8 | 11.2 | 0.99 | 101.4 | 2.0 | -0.4 | 89.8 | 0.3
CCc1nnc(SCc2cn3c(C)cc(C)nc3n2)n1N | 9.7 | 1.4 | -1.6 | 16.7 | 1.07 | 93.0 | 13.1 | -0.5 | 84.6 | -0.3
COc1ccc(S(=O)(=O)CCC(=O)NC2CCCCC2)cc1 | 9.2 | -2.9 | -4.6 | 0.7 | 1.04 | 95.8 | 11.4 | -0.3 | 100.5 | -5.4
Cc1ccc2cc(CN(CC3CCCO3)C(=O)C(C)C)c(=O)[nH]c2c1 (configuration not stated) | 6.0 | 0.2 | -2.6 | 3.6 | 1.29 | 110.1 | -8.2 | -0.2 | 97.1 | 4.0
CCC(C)(C(=O)NC1CCCC1)N(C(C)=O)c1ccc(C)cc1 (configuration not stated) | 2.8 | -0.1 | 1.4 | 6.0 | 1.12 | 98.4 | 7.7 | -0.3 | 94.4 | 3.1
COc1cc(/C=C2/NC(=O)N(Cc3ccccc3F)C2=O)cc(OC)c1OC | -13.1 | 0.0 | 1.6 | 15.9 | 0.84 | 92.6 | 16.3 | 0.1 | 83.6 | 3.5
CCOc1ccc(Br)cc1S(=O)(=O)Nc1ccc(C(=O)OCC(=O)N(C)c2ccccc2)cc1 | -4.3 | -0.4 | -5.8 | -0.1 | 1.14 | 109.1 | -12.9 | 0.4 | 100.3 | -9.2
c1ccc2[nH]c(CN3CCCCCC3)nc2c1 | 2.5 | 0.8 | -0.6 | 8.0 | 0.74 | 108.7 | -8.1 | 0.2 | 94.0 | -4.2
COCC(=O)Nc1ccccc1C(=O)NC(C)C | -6.9 | 1.3 | -7.3 | 15.1 | 1.02 | 108.5 | -5.8 | -0.3 | 86.2 | 6.6
COc1ccccc1C(=O)Nc1ccc(S(=O)(=O)Nc2cc(C)on2)cc1 | -8.0 | 2.1 | -0.8 | 10.2 | 1.07 | 100.6 | 4.1 | -0.1 | 90.6 | -10.5
CC(O)CN1C(=O)C(CC(=O)Nc2ccc(Cl)cc2)SC1=Nc1ccccc1 (configuration not stated) | -0.8 | -0.1 | -8.9 | -8.0 | 0.94 | 97.3 | 3.3 | -0.2 | 108.1 | -4.1
CCNC(=O)CSc1nc2ccccc2c(=O)n1OC | -5.3 | 3.1 | 3.6 | -2.5 | 0.93 | 98.5 | 7.0 | 0.1 | 102.3 | 4.3
CC(C)CCOP(=O)(c1ccc(N(C)C)cc1)C(O)c1ccccn1 (configuration not stated) | 5.8 | -0.3 | -3.0 | 3.9 | 1.14 | 100.3 | 4.0 | -0.1 | 96.5 | -4.1
CCCCn1cc(SCC(=O)O)c2ccccc21 | -2.2 | 0.4 | 1.1 | -4.3 | 0.95 | 104.3 | -2.3 | -0.4 | 104.0 | 4.4
CC(C)(C)c1nnc(NC(=O)CS(=O)(=O)Cc2ccccc2)s1 | 14.0 | -0.3 | -5.3 | -2.8 | 0.97 | 102.5 | -0.6 | -0.2 | 103.2 | -7.9
O=C(COc1ccccc1)NCc1nnc(SCC(=O)Nc2nccs2)n1-c1ccccc1 | 11.1 | -2.3 | 2.1 | 6.8 | 0.87 | 99.2 | 5.8 | -0.3 | 93.8 | 4.9
COc1ccc(C)cc1NC(=O)c1cc2ccccc2cc1OCC(=O)NCc1ccco1 | 0.5 | 1.2 | -3.3 | 5.8 | 0.85 | 126.3 | -27.2 | -0.3 | 94.7 | 9.2
CCn1c(SCc2ccc(C(=O)Nc3nccs3)cc2)nnc1-c1ccc(N)cc1 | 2.8 | 0.0 | 4.4 | 13.1 | 1.11 | 98.0 | 8.2 | -0.2 | 87.9 | 5.6
Cc1cc(NC(=O)C2C3C(=O)N(CC4CCCO4)C(C(=O)NCc4ccccc4)C34C=CC2(C)O4)no1 (configuration not stated) | 1.3 | -0.5 | -11.7 | -0.9 | 1.08 | 98.6 | 3.1 | 0.0 | 100.2 | 6.1
Cc1ccccc1NC(=O)c1c(-c2ccccc2)noc1C | -3.5 | 1.8 | 3.3 | -3.2 | 1.07 | 105.3 | -3.5 | -0.4 | 102.9 | -9.4
O=C(CCCC(=O)OCC(=O)c1cccs1)Nc1ccc(F)cc1 | 6.0 | 0.1 | -0.2 | -0.9 | 1.01 | 102.6 | -0.7 | -0.1 | 101.4 | 7.2
CN(C)c1ccc(/C=N/NC(=O)Cn2nnc3ccccc32)cc1 | 0.2 | -0.7 | -4.6 | -3.6 | 1.12 | 113.0 | -17.7 | -0.1 | 103.5 | -16.1
COc1cc2c(cc1NC(=S)Nc1cccc(C(F)(F)F)c1)oc1ccccc12 | 5.6 | -12.5 | -2.7 | -2.2 | 1.02 | 108.9 | -2.4 | -0.1 | 102.1 | -6.4
CCc1ccc(NC(=O)CC2C(=O)N(c3ccc(C)cc3)C(=O)N2C2CC2)cc1 (configuration not stated) | -21.4 | -1.0 | 1.9 | -2.1 | 0.94 | 106.3 | 0.1 | -0.1 | 100.1 | 19.4
COc1ccc(/C=C(/CC(=O)NCc2ccc(Cl)cc2)c2nc3ccccc3s2)cc1 | 0.5 | 0.1 | -5.1 | 1.6 | 1.12 | 93.2 | 9.4 | -0.1 | 98.0 | -7.0
CCOC(=O)C1=C(C)NC(=O)NC1 | -12.5 | -7.3 | -5.0 | 0.7 | 0.93 | 93.2 | 12.1 | -0.4 | 99.4 | 20.4
CC(NC(=O)CSc1ncccn1)c1ccccc1 (configuration not stated) | -1.7 | -0.4 | -0.8 | 3.1 | 1.04 | 105.1 | -5.2 | -0.1 | 97.2 | 8.3
Cc1c(-n2c(SCC(C)C)nc3ccccc3c2=O)c(=O)n(-c2ccccc2)n1C | 17.2 | 0.2 | -3.4 | 8.3 | 1.66 | 102.3 | 2.1 | -0.4 | 89.8 | 10.1
Cc1ccc(C)c(C(=O)CN2C(=O)CCC2=O)c1 | 3.5 | -0.2 | -9.2 | -3.1 | 1.08 | 112.8 | -7.6 | -0.2 | 102.8 | 5.6
Clc1nc(-c2n[nH]nc2Cl)n[nH]1 | 12.4 | -2.4 | 2.1 | -10.5 | 1.06 | 103.0 | 0.8 | 0.0 | 111.3 | 7.6
Cc1c(C#N)c2ccccc2n1CCOc1ccccc1F | -2.8 | -0.6 | 2.0 | 9.6 | 1.21 | 100.4 | 2.3 | -0.3 | 91.3 | -1.4
COc1cccc(NC(=O)N2CCCC2C(=O)NCc2ccccc2)c1 (configuration not stated) | 13.3 | 0.1 | -3.4 | 0.3 | 1.06 | 102.0 | -0.8 | -0.2 | 98.7 | 21.9
COc1ccc(NC(=O)C23CC4CC(C2)CC(n2cnc(Br)n2)(C4)C3)cc1Cl | -4.3 | -0.1 | -3.0 | 0.7 | 1.22 | 109.0 | -12.6 | -0.1 | 99.4 | -46.7
Cc1c(C(=O)NC2CCCCC2)oc2c1C(=O)CC(C)(C)C2 | 10.5 | 0.6 | -0.1 | 3.5 | 1.07 | 100.0 | 3.2 | -0.1 | 95.8 | -12.2
COC(=O)C1=C(C)NC(=O)C1(NC(=O)CN1CCCC1=O)C(F)(F)F (configuration not stated) | 2.2 | 0.6 | -0.8 | 3.1 | 1.03 | 96.9 | 4.8 | -0.3 | 97.2 | 2.8
Cc1ccc2[nH]nc(C(=O)N3CCCC(C(=O)c4ccc(Cl)cc4)C3)c2c1 (configuration not stated) | -11.4 | -1.6 | -1.9 | 6.8 | x | 114.2 | -10.8 | 0.0 | 92.3 | -1.3
CCn1cc(C2C(C(=O)Nc3ccc(Br)cn3)=C(C)NC3=C2C(=O)CCC3)c(C)n1 (configuration not stated) | -3.1 | -0.3 | -4.3 | -12.1 | 0.88 | 100.2 | 1.1 | -0.3 | 110.7 | -3.7
CC(C)CC(=O)N1CCN(Cc2cccc(F)c2)CC1 | -5.5 | -1.1 | -2.8 | 1.4 | 1.2 | 97.3 | 9.5 | -0.1 | 98.7 | 7.7
O=[N+]([O-])c1ccc(N2CCN(C(=S)Nc3ccc(F)cc3)CC2)cc1 | 5.0 | 1.6 | -3.0 | 4.2 | 0.96 | 82.3 | 23.5 | 0.1 | 95.6 | -11.8
O=C(NCCO)/C(=C\c1cccc([N+](=O)[O-])c1)NC(=O)c1ccco1 | -7.3 | 0.8 | -3.5 | -9.1 | 0.86 | 104.0 | -9.5 | -0.5 | 108.3 | -11.4
COc1ccc(N2CC(C(=O)OCC(=O)c3cccc(OC)c3)CC2=O)cc1 (configuration not stated) | 1.2 | -0.2 | -6.4 | 13.0 | 1.11 | 97.1 | 6.0 | -0.2 | 87.9 | 15.2

Random draw from the library; about 5.6% have a hit in one of these screens.
